# Bioassay records from PubChem BioAssay.
# p53 reactivation: restores transcriptional activity of mutant p53 | H1299 p53-A138V BP100-luciferase reporter, luminescence, 24 h | Potency, µM (titrated, usually from 92.2 µM), for the others: top-dose activity change, positive = activation, usual class: activators | actives 0.063% (n = 320,000) | AID 504706; note: potency is the fitted concentration of half-maximal effect; % of control where 0% means no effect; nearly all actives have a fitted effect of over 45% in size
#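 p53-null H1299 cells stably carrying temperature-sensitive p53-A138V and a BP100-luciferase reporter were pinned with compounds (4-point, 1:5 series) and held 24 hrs at 37 deg C. Luminescence was read 10 min after detection reagent.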
# AT treatment: potential ataxia-telangiectasia treatments restoring KAP-1 phosphorylation; […] A-T fibroblasts, KAP-1 phosphorylation AlphaLISA; neocarzinostatin DNA damage 30 min before lysis; Potency, µM (titrated, usually from 57.5 µM), for inactives: at the top dose activation, usual class: activators; actives 0.19% (n = 320,000); AID 485349; note: potency is the fitted concentration of half-maximal effect; % of control where 0% means no effect; nearly all actives have a fitted effect of over 45% in size
#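 ATM-like activity read as KAP-1 phosphorylation via AlphaLISA donor/acceptor antibody pairs after lysis and 6 hr at 25C. Cells were ATM-null patient fibroblasts ([…], hTERT), dosed 60 min, then exposed to the DSB inducer NCS for 30 min.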
# Integrin act MD: activators of alpha7 integrin expression for muscular dystrophy. alpha7betagal myoblasts, beta-gal FDG fluorescence, 48 h. Potency, µM (titrated, usually from 38.3 µM), for the others: top-dose activation, hits mostly activators. actives 0.064% (n = 350,000). AID 624291;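 note: potency is the fitted concentration of half-maximal effect; 100% = response of the positive control SU9516; nearly all actives have a fitted effect of over 60% in size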
#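 alpha7betagal+/- myoblasts (passage 13, 250/well) treated 48 h at 37C with compounds at 1:260 dilution of DMSO stock. Lysed, then beta-galactosidase activity read as FDG fluorescence (ex 480/em 540) after 30 min, with pre-read for autofluorescence.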
# TCR act: activators of T cell receptors; primary human leukocytes, anti-CD3, IL-2 HTRF, 48 h; Potency, µM (highest dose often 9.22 µM), for inactives: top-dose activation of IL-2 secretion, hits mostly activators; 330,000 tested, under 10 active; note: % of control where 0% means no effect
#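 IL-2 produced over 48 hr by a-CD3 bead-stimulated primary human leukocytes exposed to compounds was detected with a homogeneous time-resolved FRET immunoassay, 665nm acceptor signal after 320nm excitation.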
# TRPV1 ag: activates the human vanilloid receptor TRPV1; TRPV1-expressing cells, Fluo-8 calcium influx, agonist mode; AID 540275; activation, % at 8.33 µM; actives 0.19% (n = 320,000); in the data active = activation above about 80%; inconclusive = between about 30% and that limit; note: 0% is about no effect
#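 TRPV1-expressing cells were cultured overnight at 35.5C and loaded with Fluo-8 calcium dye for 40 to 90 min at room temperature. After a 10 s baseline, compound was added and calcium influx was read kinetically for 3 min (ex 480/em 520 nm).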
# BRCA1 expr up: BRCA1 expression activation. Potency, µM (titrated, usually from 46.1 µM), for the others: top-dose activation, actives largely listed as activators. actives 1.1% (n = 380,000). MCF7-BRCA1-FFLuc reporter, luminescence, 48 h; response scale: scaled: vehicle 0%, 10 µM genistein 100%; note: potency is the fitted concentration of half-maximal effect; nearly all actives have a fitted effect of over 80% in size; some results filed as inactive show a strong effect at the top dose
#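 Using MCF7 cells harboring a BRCA1 firefly luciferase reporter, plated 2 h before compound pinning, the screen measured luminescence after 48 h incubation. Responses were normalized to DMSO and 10 microM genistein, then fitted for concentration-effect.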
# ELG1 repair inh: ELG1-dependent DNA repair inhibition | HEK293T ELG1-luciferase reporter, luminescence, 16 h; DNA damage induced by 5-fluorouridine | Potency, µM (top dose mostly 46.1 µM), inactives show at the highest dose activity change, negative = inhibition, actives largely listed as inhibitors | actives 2.3% (n = 330,000); note: potency is the fitted concentration of half-maximal effect; % is set by controls: 0 for no effect and ±100 for the full control effect; nearly all actives have a fitted effect of over 55% in size
#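 5-Fluorouridine DNA damage + compound/DMSO, 2,000 cells/well, 16 h, 37 °C/5% CO2. ONE-Glo, 30 min RT, luminescence. Readout = decrease in reporter signal.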
# MLL CXXC-DNA inh: blocks binding of human MLL CXXC domain to DNA; Q03164; MLL-CXXC / FITC-HOXA9 DNA fluorescence polarization; Potency, µM (top dose mostly 115 µM), without a hit: at the highest dose activity change, negative = inhibition, hits mostly inhibitors; actives 0.037% (n = 290,000); AID 2662; active = well fitted inhibition curve with a large enough effect in the polarisation, with a control signal flat, not every such curve was filed as active; inconclusive = small, poorly fitted or top-dose-only effect, or effect the other way, or a change in a side signal; inactive = no such curve, though single readings can be large or run the other way; the % refers to the polarisation; note: potency is the fitted concentration of half-maximal effect
#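 Steps: dispense CXXC domain solution (7 uM) → pin compounds or unlabeled HOX-A9 DNA control → 5 min ambient → add FLSN-HOX-A9 solution (50 nM) → spin → 30 min ambient → fluorescence polarization. Tris pH 7.5/NaCl/DTT/BSA buffer.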
# B2AR arrestin: agonists driving beta-arrestin recruitment to human beta2-adrenergic receptor. P07550. beta-arrestin recruitment to beta2AR, cell-based reporter. Potency, µM (doses to about 46.1 µM), for the others: top-dose activation, most hits filed as activators. actives 0.02% (n = 330,000);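 note: potency is the fitted concentration of half-maximal effect; 0% = DMSO controls and full agonism = EC100 isoproterenol or metaproterenol; nearly all actives have a fitted effect of over 65% in size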
# PTAP TSG101 blk: blocks PTAP/TSG101 interaction to inhibit HIV-1 budding | 340,000 tested, under 10 active | Q99816 | Fluorescence polarization, FITC-PTAP peptide / Tsg101 binding | Potency, µM (series often up to 115 µM), for the others: top-dose activity change, negative = inhibition, usual class: inhibitors | AID 493005; active = well fitted inhibition curve with a large enough effect in the main read-out, with a control signal flat, not every such curve was filed as active; inconclusive = small, poorly fitted or top-dose-only effect, or effect the other way, or a change in a side signal; inactive = no such curve, though single readings can be large or run the other way; note: potency is the fitted concentration of half-maximal effect; % of control where 0% means no effect
#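 Steps: Tsg101 binding domain dispensed (10 uM final), compounds pinned in DMSO, FITC-labeled PTAP-motif peptide added (50 nM final); after 20 min binding at room temperature, polarization measured.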
# An asterisk follows results filed as active; ? = inconclusive; nt = not tested or not shown; [ ] = remark or other dose. Unless noted, calls come from the whole dose curve; as a rule, active = well fitted curve in the direction sought with a large enough effect; inconclusive = small, poorly fitted or top-dose-only effect, or another doubt; inactive = no such curve, though single readings can be large; an effect the other way counts as inactive or inconclusive. Hits appear at their usual frequency. Share with any hit: about 3.8%.
SMILES,p53 reactivation,AT treatment,Integrin act MD,TCR act,TRPV1 ag,BRCA1 expr up,ELG1 repair inh,MLL CXXC-DNA inh,B2AR arrestin,PTAP TSG101 blk
Cc1nc(N2CCN(C(c3ccccc3)c3ccccc3)CC2)nc2c1C(=O)CCC2,2%,-2%,nt,nt,-2,nt,0%,31%[activator],-0.9%,nt
Cc1cc(C)c(OCC(=O)Nc2nnn(C)n2)c(Br)c1,-1%,1%,7%,-2%[46.1 µM],-5,19%,-1%,-1%,-0.1%,6%
COCCCn1c(SCC(=O)N2CCOCC2)nnc1-c1ccco1,1%,3%,5%,2%,1,-2%,-2%,1%,-0.3%,-7%
CSc1ccccc1NC(=O)Cn1nnc(-c2ccc(S(C)(=O)=O)cc2)n1,3%,8%,-20%,-5%,0,2%,9%,8%,0.1%,-7%
CN1CCN(C(=O)CNC(=O)C23CC4CC(CC(C4)C2)C3)CC1,0%,2%,-35%,-4%,nt,-24%,32%,nt,-1.2%,-3%
COc1ccc(NC(=O)C2CCN(S(=O)(=O)c3cccc4cccnc34)CC2)cc1OC,0%,-1%,nt,3%[46.1 µM],-1,nt,?,-4%,-0.7%,nt
CC1=CC(C/C(C)=C/COc2ccc3ccc(=O)oc3c2)OC1=O (stereo not given),7%,22%,-26%,0%,-2,24%,-4%,7%,0.4%,-2%
CC(=O)NNC(=O)c1csc(-c2csc(C)n2)n1,-3%,-5%,35%,9%,nt,4%,-4%,4%,-1.3%,1%
CC12CN3CCN(CC(C3)/C1=N\N=C1/C3CN4CCN(C3)CC1(C)C4)C2,-7%,-6%,23%,1%[46.1 µM],-1,-1%,-2%,2%,0.6%,-7%
CN(CCCN1CCCCC1)C(=O)c1cc(COc2ccc(F)cc2F)on1,?,3%,-8%,-1%,6,-6%,5%,-3%,0.0%,nt
C#CCn1c2ccccc2c2nc3ccccc3nc21,-5%,-7%,?,-2%,2,?,2%,-6%,0.0%,-3%
CC(=O)c1ccc(NC(=S)N2CCN(c3ccccn3)CC2)cc1,-3%,4%,27%,6%,3,-2%,-10%,5%,-0.2%,-1%
Cc1cccc(N2CCN(S(=O)(=O)c3ccc4c(c3)CCN4C(=O)CCC(=O)O)CC2)c1C,-11%,6%,1%[7.66 µM],-2%,-8,-8%,11%,-7%,-0.3%,-5%
COCC(C)Nc1nc(C)c(C(C)=O)s1 (stereo not given),0%,1%,-15%,-28%,1,29%,17%,11%,-0.3%,-3%
COc1ccc(NS(=O)(=O)c2ccc(OC)c(NC(=O)CNC(=O)c3ccc(OC)cc3)c2)cc1,3%,-6%,-40%,13%,0,-21%,?,nt,0.2%,-6%
Cc1ccccc1NC(=O)c1ccccc1-c1ccccc1,-4%,-3%,30%,0%,-9,14%,6%,-2%,-0.2%,-1%
O=C(N/N=C/c1cccnc1)c1cc(-c2ccccc2OCc2ccccc2)n[nH]1,-5%,-6%,-25%,2%,13,-62%,?,-13%,0.3%,-2%
CC(C)CN(C(=O)COC(=O)Cc1cccc2ccccc12)c1c(N)n(Cc2ccccc2)c(=O)[nH]c1=O,3%,2%,0%,-2%,-1,-16%,-9%,nt,-0.2%,0%
COc1ccc(CCN2C(=O)CS/C2=N\NC(=O)c2cccs2)cc1OC,-3%,-2%[11.5 µM],2%,0%,1,-17%,-9%,?,0.3%,-2%
Cc1nc(SCc2ccc(F)cc2)c([N+](=O)[O-])[nH]1,9%,-7%,-1%,-10%[46.1 µM],-1,32%,24%,-7%,-0.3%,2%
CCOc1ccc(-c2nonc2NC(=O)c2ccco2)cc1OCC,3%,8%,?,-3%,1,15%,9%,3%,0.1%,-8%
O=C(CCn1c(=O)[nH]c2ccsc2c1=O)Nc1ccc(F)c(F)c1,-4%,0%,12%,nt,-3,0%,6%,6%,-0.4%,-9%
O=C(CCN1C(=O)/C(=C/c2ccccc2Cl)SC1=S)NC1C=CS(=O)(=O)C1 (stereo not given),6%,-1%,-24%,7%,2,-65%,0%,-6%,-0.2%,-1%
Cc1ccccc1C(=O)Nc1nnc(CC(=O)N/N=C/c2cn(Cc3ccccc3)c3ccccc23)s1,-1%,1%,?,-8%,-5,-48%,-14%,4%,0.3%,1%
COc1ccc2oc(C(=O)Nc3nc4ccc(S(C)(=O)=O)cc4s3)c(C)c2c1,7%,0%,-1%,3%,-2,-12%,11%,nt,-0.1%,-6%
CCOC(=O)c1cc(-c2ccccc2C)n(CC2CC(c3cccc([N+](=O)[O-])c3)=NO2)n1 (stereo not given),8%,3%,8%,-19%,17,-66%,-27%,nt,-0.1%,-6%
CCOC(=O)C1CCCN(C(=O)c2cc3c(OC)c(OC)c(OC)cc3[nH]2)C1 (stereo not given),-6%,11%,-13%,12%,1,-3%,-2%,0%,-0.9%,-1%
CCc1ccc(NC(=O)CNS(=O)(=O)c2c(C)noc2C)cc1,-34%[inhibitor],1%,-14%,2%,21,-11%,-1%,4%,-0.3%,-4%
CCn1cc([N+](=O)[O-])c(C(=O)N2N=C(c3ccc(OC)cc3OC)CC2c2ccccc2O)n1 (stereo not given),-6%,11%,7%,-3%[46.1 µM],-13,-21%,?,0%,-0.1%,-2%
Cc1cc(NC(=O)Nc2cccc([N+](=O)[O-])c2)no1,5%,3%,2%,1%,12,-1%,-11%,1%,-0.1%,-2%
Cc1ccc(-c2nnn(CC(=O)N3c4ccccc4CCc4ccccc43)n2)cc1,7%,4%,-27%,0%[46.1 µM],11,-14%,-30%,14%,-0.3%,2%
Cc1ccc(C(=O)N/C(=C\c2cccs2)C(=O)N2CCCCCC2)cc1,-23%,-5%,-2%,-1%,?,-18%,0%,-6%,0.2%,-6%
O=C(NCCCN1CCN(c2ccccc2)CC1)C1CCCN(c2ncnc3c2nc2n3CCCCC2)C1 (stereo not given),-2%,7%,-4%,3%,-1,-18%,?,5%,0.2%,0%
Cc1ccccc1-n1cnnc1SCC(=O)Nc1cccnc1Cl,-7%,4%,11%,-7%,0,-10%,?,0%,0.1%,0%
COCCn1c(N)c(N(Cc2ccccc2)C(=O)CN2C(=O)NC(C)(c3ccccc3)C2=O)c(=O)[nH]c1=O (stereo not given),25%,7%,0%,-1%,-2,-18%,10%,16%,-0.1%,-1%
Cc1ccc2[nH]c(-c3ccccc3)c(CN(C)C)c(=O)c2c1,28%,33%[11.5 µM],28%,1%,-1,-4%,12%,16%,-0.8%,-4%
Nc1ccc(C#Cc2ccc3oc4ccccc4c(=O)c3c2)cc1,nt,nt,?,8%,nt,?,nt,nt,nt,2%
CCS(=O)(=O)Nc1ccc(C2=NN(C(=O)c3ccco3)C(c3cccc(F)c3)C2)cc1 (stereo not given),-3%,4%,-8%,-10%,3,-25%,?,8%,-0.5%,4%
COc1ccc(Cn2c(=O)c3[nH]cnc3n(-c3ccccc3C)c2=O)cc1,-2%,-9%,-13%,-1%,-1,-59%,-1%,1%,-0.7%,1%
COc1ccc(N2CCN(C(=O)CCCn3c(=O)[nH]c4ccsc4c3=O)CC2)cc1,-9%,-2%,2%,5%,1,0%,-16%,4%,0.2%,0%
COc1ccccc1N1CCN(/N=C(\C)c2ccc(O)cc2)CC1,nt,-7%,0%,0%,-1,?,18%,21%,-0.6%,-3%
Cc1cc(NC(=O)C2CC2)ccc1NC(=O)c1cccs1,6%,3%,?,4%,-2,43%,16%,17%,-0.7%,-6%
O=C(NCC1COc2ccccc2O1)c1ccc(Cl)c(S(=O)(=O)N2CCOCC2)c1 (stereo not given),9%,1%,0%,3%,27,-16%,?,nt,-0.2%,-7%
CCC1=C/C(=C/N(C)c2ccccc2)C(=O)S1,?,nt,-11%,1%,-3,3%,?,0%,0.4%,-8%
COc1ccc(N2CCN(CC(=O)Nc3ccccc3SC)CC2)cc1,-3%,4%,30%,2%,5,-13%,?,16%,-0.2%,-5%
COc1cc(/C=N/NC(=O)CCn2cnc(-c3ccccc3)c2-c2ccccc2)ccc1O,-16%,1%,-25%,4%[46.1 µM],-4,-50%,?,16%,2.3%,-3%
O=[N+]([O-])c1ccccc1S(=O)(=O)Nc1ccc(S(=O)(=O)N2CCOCC2)cc1,4%,1%,-6%,-1%,1,-14%,-1%,32%[activator],-0.3%,-3%

# Part of the list above, with two lines to a compound:
# Values run as follows: p53 reactivation, AT treatment, Integrin act MD, TCR act, TRPV1 ag, BRCA1 expr up, ELG1 repair inh, MLL CXXC-DNA inh, B2AR arrestin, PTAP TSG101 blk
- COc1ccccc1N1CCN(/N=C(\C)c2ccc(O)cc2)CC1
    nt, -7%, 0%, 0%, -1, ?, 18%, 21%, -0.6%, -3%
- Cc1cc(NC(=O)C2CC2)ccc1NC(=O)c1cccs1
    6%, 3%, ?, 4%, -2, 43%, 16%, 17%, -0.7%, -6%
